Screening data as filed in PubChem.
ZTA DNA inh = blocks Epstein-Barr virus ZTA, an EBNA-1 counter-screen; P03206; ZTA-DNA binding, fluorescence polarization; inhibition, % at 11 µM; 0.15% of 320,000 active; in the data active = inhibition above about 33%
Target sequence (P03206 whole entry, looked up): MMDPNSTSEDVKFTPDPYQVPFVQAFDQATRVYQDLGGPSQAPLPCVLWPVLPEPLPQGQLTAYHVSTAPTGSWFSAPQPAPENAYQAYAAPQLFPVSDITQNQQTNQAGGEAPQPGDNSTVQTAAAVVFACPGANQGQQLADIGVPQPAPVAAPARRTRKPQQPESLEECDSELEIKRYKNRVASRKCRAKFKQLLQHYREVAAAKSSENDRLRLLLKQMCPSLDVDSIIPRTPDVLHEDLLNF
EBNA-1 inhibitor = blocks EBNA-1 binding to DNA; EBNA-1 DNA binding, fluorescence polarization; inhibition, % at 14.8 µM; 0.34% of 300,000 active; AID 1950; in the data active = inhibition above about 28%
PP1 counter = blocks human PP1-alpha phosphatase, a PP5 counter-screen; P62136; 0.9% of 320,000 active; purified PP1alpha, OMFP fluorescence; inhibition, % at 6.7 µM;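 active = inhibition above the mean inhibition of all tested compounds plus 3 SD, computed separately for each screening campaign, cut at about 15% in these data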
Target sequence (P62136 whole entry, looked up): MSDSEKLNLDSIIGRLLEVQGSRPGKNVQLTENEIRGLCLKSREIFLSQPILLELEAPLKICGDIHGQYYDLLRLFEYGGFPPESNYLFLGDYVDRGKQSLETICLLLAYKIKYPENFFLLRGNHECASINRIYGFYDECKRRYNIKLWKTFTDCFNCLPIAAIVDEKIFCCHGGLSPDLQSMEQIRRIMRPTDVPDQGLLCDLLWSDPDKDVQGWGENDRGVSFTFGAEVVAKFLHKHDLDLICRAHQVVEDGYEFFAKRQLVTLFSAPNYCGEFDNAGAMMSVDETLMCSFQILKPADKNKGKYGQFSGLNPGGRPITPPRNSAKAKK
core dimer inh = HCV core protein dimerization inhibition; TR-FRET GST/Flag-core106 dimerization, 1536-well; inhibition, % at 5 µM; 0.33% of 300,000 active;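 active = inhibition above the mean of all tested compounds plus 3 SD, set per screening campaign, cut at about 45% in these data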
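System: GST/Flag-tagged HCV core106 proteins. Incubation: compound-protein-antibody incubation 4 h at 22.5 °C. Technique: HTRF with 340 nm excitation, 617/671 nm emission. Medium: KF-containing HEPES buffer, pH 7.45, DTT, CHAPS, BSA. Read-out: inhibition (%) from 671 over 617 nm ratio. Also added: Eu(K)-anti-GST 90 ng/mL plus XL665-anti-Flag 1 µg/mL.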
PREPL inhibitor = human PREPL enzyme inhibition. recombinant PREPL, fluorescence polarization activity-based probe. Q4J6C6. 0.68% of 320,000 active. inhibition, % at 5.96 µM; in the data active = inhibition above about 43%;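 also: 0% = enzyme with DMSO and 100% = wells lacking enzyme; many of its hits are not listed in these tables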
TPT1 inhibitor = inhibitors of Candida albicans tRNA 2'-phosphotransferase TPT1; 0.81% of 300,000 active; inhibition, % at 5 µM; recombinant caTPT1, FP RNA substrate dephosphorylation;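 active = inhibition above the mean of all tested compounds plus 3 SD, set per screening campaign, cut at about 24% in these data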;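 also: plate controls were DMSO alone for no effect and ferristatin control at 100 nM for full effect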
Fh CTSL1 inh = cathepsin L1 inhibition, PFM18AAP counter-screen. recombinant F. hepatica cathepsin L1, Z-Leu-Arg-MCA fluorescence. inhibition, % at 5.96 µM. 0.49% of 300,000 active. AID 1906;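 active = inhibition above the mean of all tested compounds plus 3 SD, set per screening campaign, cut at about 17% in these data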;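 also: 0% = plate median of test compound wells and 100% = 1 µM Z-Phe-Ala-diazomethylketone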
PP5 inh = blocks human protein phosphatase 5 activity | AID 1987 | purified PP5c, OMFP substrate fluorescence | P53041 | 0.18% of 320,000 active | inhibition, % at 6.7 µM;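 active = inhibition above the campaign's mean inhibition across all tested compounds plus 3 SD, cut at about 9.5% in these data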;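 also: 0% = DMSO only and 100% = 100 µM cantharidin control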
Target sequence (P53041 whole entry, looked up): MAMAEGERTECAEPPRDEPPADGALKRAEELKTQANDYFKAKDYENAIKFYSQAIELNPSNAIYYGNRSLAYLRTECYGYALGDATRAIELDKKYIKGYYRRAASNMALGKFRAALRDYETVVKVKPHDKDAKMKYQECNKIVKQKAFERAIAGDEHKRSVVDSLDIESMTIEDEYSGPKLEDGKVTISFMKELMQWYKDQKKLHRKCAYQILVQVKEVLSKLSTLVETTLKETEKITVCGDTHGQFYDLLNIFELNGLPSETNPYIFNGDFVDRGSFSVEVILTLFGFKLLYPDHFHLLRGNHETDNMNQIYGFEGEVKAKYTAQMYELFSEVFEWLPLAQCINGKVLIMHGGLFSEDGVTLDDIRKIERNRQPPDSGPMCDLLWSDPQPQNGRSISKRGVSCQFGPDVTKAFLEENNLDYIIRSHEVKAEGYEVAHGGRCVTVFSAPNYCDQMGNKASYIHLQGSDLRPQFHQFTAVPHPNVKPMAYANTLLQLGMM
Efflux pump mplx = inhibitors of Candida antifungal efflux pumps expressed in yeast | S. cerevisiae Candida pump triplex, Nile Red efflux | inhibition, % at 10 µM | 0.44% of 330,000 active;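 active = plate passing quality check with inhibition over a set limit, or well fluorescence over plate mean plus 4 SD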;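 also: Nile Red retained in pooled yeast measured as flow cytometry median fluorescence; 0% = buffer negative control and 100% = Enniatin B positive control; higher means more Nile Red kept so more efflux inhibition; some compounds called inactive have numbers as strong as hits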
* hit, by the source's call; / = not tested or not shown. An excerpt; rates above refer to the full screens.

Values run as follows: ZTA DNA inh	EBNA-1 inhibitor	PP1 counter	core dimer inh	PREPL inhibitor	TPT1 inhibitor	Fh CTSL1 inh	PP5 inh	Efflux pump mplx
> C[N+]12CCCCC1C(COC(=O)c1ccc3c(c1)OCO3)CCC2 (stereo not drawn)
→ -8	-8	2	-4	9	-3	-4	2.0	0.1
> CCCCCCSc1ccc([C@@H]2[C@@H]3C(=O)N(C)C(=O)[C@@H]3[C@]3(C(=O)OC)CCCCN23)cc1OC
→ 3	-6	1	7	-3	2	0	5.1	-0.1
> COc1cccc(N=CC=C2OC(C)(C)C(C)(C)O2)c1
→ 8	-20	2	2	0	0	-3	2.5	0.1
> COCCNC(=O)c1ccc(N2CC3CC(C2)c2cccc(=O)n2C3)c(NC(=O)c2cc(OC)cc(OC)c2)c1 (stereo not drawn)
→ 3	11	-3	2	0	-2	0	-1.0	-0.1
> CCOP1(=O)OCC2OC(n3cnc4c(N)ncnc43)C(O)C2O1 (stereo not drawn)
→ -4	-2	2	0	-3	-1	-3	2.3	0.0
> CC(Oc1ccc2c3c(c(=O)oc2c1)CCCC3)C(=O)NCC1CCC(C(=O)O)CC1 (stereo not drawn)
→ -3	1	0	4	-4	0	0	2.5	0.1
> CSc1ccccc1NC(=O)c1cnc2scc(C)n2c1=O
→ 2	7	-1	17	-4	-4	4	0.0	0.1
> CCCOc1ccc(N2C(=O)C3C4C=CC(CC4)C3C2=O)cc1 (stereo not drawn)
→ -3	6	0	0	3	0	-2	-1.4	-0.1
> COc1ccc(C(=O)Nc2ccnn2C2CCN(C(=O)CCC(F)(F)F)CC2)cc1
→ -10	-10	0	-5	4	3	2	-1.5	0.1
> CO/N=C(\CS(=O)(=O)Cc1ccc(OC)cc1)c1ccc(Cl)cc1
→ -8	7	2	0	3	-1	-2	1.4	-0.1
> COc1ccc(C(=O)Oc2ccc3oc(=O)sc3c2)cc1
→ 8	0	4	1	13	0	3	-1.7	0.0
> O=C(/C=C/c1ccc2c(c1)OCO2)c1ccccn1
→ 5	-3	4	3	0	1	-1	1.9	-0.1
> Cc1cc(O)cc2c(=O)c3ccccc3sc12
→ 4	19	-2	-1	3	-6	-4	4.2	-0.1
> COc1cccc(C(=O)NC(=O)Nc2nc(C)cc(C(F)(F)F)n2)c1
→ 8	4	-3	6	6	-4	-1	0.8	0.1
> CCC(C)c1c(O)nc(SCC(=O)N2CCCCCC2)[nH]c1=O (stereo not drawn)
→ 0	11	-2	15	-5	1	7	-1.3	0.0
> O=C1CCCN1CCCNC(=S)Nc1cccc2ccccc12
→ 0	9	-1	-4	1	-1	-1	0.4	-0.5
> c1ccc2c(-c3nn[nH]n3)cccc2c1
→ 0	13	-4	1	-1	-1	-1	-0.6	-0.3
> CC(Oc1cccc2cccnc12)C(=O)N/N=C/c1ccc2c(c1)OCO2 (stereo not drawn)
→ -5	-3	1	-1	-5	-1	0	2.8	-0.1
> CC(C)(C)NC(=O)Nc1ccc(F)c(Cl)c1
→ -30	-8	-5	3	-7	-2	-2	3.1	-0.1
> O=c1[nH]c2ccccc2nc1/C=C(\O)c1cccs1
→ 17	4	3	-24	10	71*	4	0.4	-0.1
> CC(C)c1ccc(N(C(=O)c2cc3ccccc3oc2=O)C2C=CS(=O)(=O)C2)cc1 (stereo not drawn)
→ 12	-12	-2	1	2	-5	8	0.2	0.1
> NC(=O)NC(=O)CSc1nc(C2CCCCC2)n(-c2ccccc2)n1
→ -3	5	2	2	0	0	-2	1.0	1.6
> COc1cccc(NC(=O)Cc2nnc(SCC(=O)NC3=NCCS3)n2C)c1
→ -12	-4	1	-12	8	-2	-2	1.7	-0.1
> COC(=O)N/N=C/c1cn(Cc2ccc(F)cc2)c2ccccc12
→ 7	5	-3	0	15	-1	2	-0.7	-0.1
> CCCCN(CCCC)C(=S)NC(=O)C(C)(C)C
→ -14	-2	9	-15	-2	-5	0	5.0	0.0
> Cc1ccc(S(=O)(=O)Nc2c(Cl)c(Cl)c(O)c3ccccc23)cc1
→ 4	15	-1	-41	4	-4	1	-0.5	0.6
> COc1ccc(-c2nnc(NC(=O)Cc3ccccc3)s2)c(OC)c1
→ 1	3	1	8	2	0	0	1.9	0.1
> S=C(Nc1ccc(Cl)cc1)N(CCCN1CCOCC1)Cc1ccco1
→ -10	-3	-3	-9	6	0	0	-2.0	-0.1
> COc1ccc(OCc2cc(C(=O)NC(C)Cn3cncn3)no2)c(Cl)c1 (stereo not drawn)
→ -7	3	5	5	10	2	0	-0.1	0.2
> O=C(Nc1ccncc1)c1ccccc1-c1ccccc1
→ 0	6	3	10	-1	1	4	-0.1	0.0
> O=C(c1ccccc1)C(O)c1ccccc1 (stereo not drawn)
→ 6	/	-4	/	0	/	/	1.1	-0.1
> COc1cc2c(cc1OC)CN(Cc1cc(OC)c(O)c(OC)c1)CC2
→ -9	7	-2	-3	8	-1	1	-3.3	0.0
> FC(F)(F)c1nc2nncn2c2c1CCCCC2
→ 5	-6	-3	0	-6	2	-2	-2.6	-0.2
> Cc1ccc2ccccc2c1COC(=O)c1nonc1N
→ 16	8	-6	-1	6	1	-2	0.6	-0.1
> CCc1ccc(C(=O)NC(CCSC)C(=O)O)cc1 (stereo not drawn)
→ -8	10	-2	4	3	1	-1	2.9	-0.2
> CC(C)CCn1c(Sc2nc3ccccc3s2)nc2c1c(=O)[nH]c(=O)n2C
→ 4	9	3	18	-9	1	1	2.0	0.0
> O=C(NCc1ccco1)C1CCN(S(=O)(=O)c2ccc(-n3cnnn3)cc2)CC1
→ 4	-6	0	2	-3	2	-3	1.5	0.1
> CC(C)NC[C@H](O)COc1ccc(CC(N)=O)cc1
→ -13	-7	-1	-4	-4	-5	-6	0.3	-0.1
> Cc1cc(C)nc(SCc2nnc(SCC(=O)Nc3ccc(Cl)c(C(F)(F)F)c3)o2)n1
→ 10	-7	0	2	17	3	5	1.9	0.1
> CC(C)(C)NC(=S)NCc1cccnc1
→ -1	-10	0	-3	13	-1	7	0.5	-0.8
> Cn1c(C(=O)NCCN2CCN(Cc3ccccc3)CC2)cc2c(=O)n(C)c3ccccc3c21
→ 2	7	-3	-2	-31	-1	3	-4.4	-0.2
> COc1ccc(C(=O)N/N=C/c2ccc(OC)c(COc3ccc(F)cc3F)c2)cc1
→ 5	-12	2	11	-37	4	5	5.9	0.1
> O=C(O)CC1NCCc2ccccc21 (stereo not drawn)
→ 6	2	0	-4	12	-1	-4	-2.8	0.1
> COC(=O)c1ccc(C(=O)OC)c(NC(=S)N2CCN(c3ccccc3)CC2)c1
→ 3	-3	-4	4	27	0	0	1.0	-0.1
> Cc1cc(C(=O)CSc2nc3ccccc3o2)c(C)n1C1CC1
→ -14	-2	4	4	8	-1	1	4.8	0.0
> Cc1ccc(S(=O)(=O)N(CC(=O)N2CCCC2)C2CCCCC2)cc1
→ -13	7	-3	0	3	-2	2	-2.0	0.0
> O=C(c1ccco1)N1CCN(S(=O)(=O)c2cccc([N+](=O)[O-])c2)CC1
→ 6	5	-3	-2	2	-4	-2	-2.2	-0.1
> COCC1CCCN(C(=O)c2cc(COc3cccc4cccnc34)on2)C1 (stereo not drawn)
→ 2	-3	-7	10	0	-1	3	0.5	0.2
> Cc1ccc2c(c1)N(C(=O)CCC(=O)NCc1cccnc1)CCO2
→ 14	6	-4	11	5	-1	-3	-1.4	-0.2
> O=C(Nc1ccc2cn[nH]c2c1)c1ccc(Cl)c(S(=O)(=O)N2CCOCC2)c1
→ -7	7	-6	3	4	6	-1	0.6	-0.1

Other records
Values run as follows: ZTA DNA inh	EBNA-1 inhibitor	PP1 counter	core dimer inh	PREPL inhibitor	TPT1 inhibitor	Fh CTSL1 inh	PP5 inh	Efflux pump mplx
> O=c1c2ccsc2ncn1Cc1cccc(C(F)(F)F)c1
→ -9	11	-5	-3	0	4	4	-2.1	0.0
> COc1ccc(/C=C/C(=O)NC(=S)NN2CCCCC2c2cccnc2)cc1OC (stereo not drawn)
→ -1	-8	-1	0	-2	7	0	3.0	0.0
> CCCCNC(=O)[C@@](CC)(ONc1ccccc1C(F)(F)F)c1cccc2ccccc12
→ -10	/	0	/	6	/	/	1.8	0.2
> CC(=O)c1cccc(CN2CCN(CC(C)C)C(CCO)C2)c1 (stereo not drawn)
→ -2	-1	-3	-5	4	-1	0	2.0	0.0
> CC/C(C)=N/Nc1nc2sc3c(c2c(=O)[nH]1)CC(C)(C)OC3
→ -17	2	4	-10	14	-27	-3	2.7	-0.1
> O=c1cc(CO)oc(CN2CCCC2)c1O
→ -1	10	2	0	18	-4	-4	1.6	-0.1
> CC(=O)c1ccc(N2CCN(CC(=O)Nc3ccc(N4CCOCC4)cc3)CC2)cc1
→ -11	-10	0	-3	2	6	1	0.3	0.2
> O=C1c2ccccc2C(=O)c2c1cccc2-n1nnc2ccccc21
→ -11	0	-2	6	21	-6	-1	0.0	0.0
> O=C(Nc1ccc2c(c1)OCO2)c1ccc(N2CCCC2)c([N+](=O)[O-])c1
→ -17	2	10	13	22	-3	-1	1.6	0.0
> O=C(COC(=O)C1CCN(C(=O)c2ccc(Cl)cc2)CC1)Nc1ccccc1F
→ -12	/	0	/	3	/	/	-1.3	-0.1
> COc1ccc(CNC(=O)c2csc3c2CCCC3)cc1
→ -6	/	3	/	8	/	/	4.3	0.2
> CCOc1ccc(N(C(=O)CNC(=O)c2ccco2)C(C(=O)NC2CCCC2)c2ccncc2)cc1 (stereo not drawn)
→ 4	-4	9	0	-4	-2	-10	0.7	1.6
> Cc1ccc(N=C2NC(=O)/C(=C/C=C/c3ccco3)S2)cc1
→ -4	2	7	59*	21	17	0	1.2	0.4
> COc1cc(C2/C(=C(\O)c3ccc4c(c3)CC(C)O4)C(=O)C(=O)N2CCN2CCOCC2)cc(OC)c1OC (stereo not drawn)
→ -2	9	0	2	4	0	1	0.3	0.0
> O=C(CC1C(=O)NCCN1C/C=C/c1ccccc1)NCCc1cccnc1 (stereo not drawn)
→ -2	12	1	1	17	-7	2	0.9	0.0
> CCOc1ccc(NC(=O)NC2(C(=O)NCc3ccco3)CCCCC2)cc1
→ 2	1	-2	-2	-10	0	-1	1.2	-0.2
> CC(C)(C)NC(=O)c1ccc(Sc2ccccc2)c([N+](=O)[O-])c1
→ -23	-15	0	7	20	-1	-1	3.6	0.5
> O=C(CC1Sc2ccccc2NC1=O)NCc1cccc(Cl)c1 (stereo not drawn)
→ 8	-3	-7	5	-44	-4	-2	1.1	-0.1
> CCCCC(=O)NCCc1ccc(S(N)(=O)=O)cc1
→ -4	0	-2	-2	-1	0	-6	1.1	0.1
> CC(c1ccccc1F)n1cc(C(=O)NCCCc2nc3ccccc3[nH]2)nn1 (stereo not drawn)
→ 2	-7	1	-12	0	-1	-5	-0.6	-0.2
> CC1CCCCC12NC(=S)N(c1ccccc1)N2 (stereo not drawn)
→ -3	0	1	-3	-7	-3	-5	-0.3	0.0
> CC(OC(=O)c1cc[n+]([O-])cc1)C(=O)Nc1ccc(C(N)=O)cc1 (stereo not drawn)
→ 0	/	-1	/	15	/	/	0.1	-0.5
> O=C(/C=C/c1ccccc1)NCCSc1ccc(Cl)cc1
→ 0	4	0	-4	-42	-5	-1	0.2	0.0
> CCCN1CCN(C(=O)c2ccc3nc(CC)c(CC)nc3c2)CC1
→ -7	-5	-3	0	-6	-1	-5	1.8	0.1
> CC(=O)N1N=C(c2ccccc2O)CC1c1cccs1 (stereo not drawn)
→ 23	7	0	10	-6	0	2	-2.1	0.1
> O=C(COC(=O)C1CCN(c2ccc(C(F)(F)F)cn2)CC1)NCc1ccccc1
→ -12	/	0	/	2	/	/	3.2	-0.1
